Screens: PubChem BioAssay, Sanford-Burnham Center for Chemical Genomics
beta cell repl = inducers of MIN6 beta-cell proliferation, primary screen, ATP luminescence, uHTS | proliferation, % at 10 µM | actives 0.29% (n = 330,000) | MIN6 cells proliferation, ATPlite luminescence, 48 h; cells starved in 0.2% serum; 100% = growth in 10% serum;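 active = compounds whose signal lies at least 3.5 SD above the mean of all wells on their plate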;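 note: 0% = DMSO-treated cells in low-serum medium and 100% = 10% serum control; some compounds called inactive have numbers as strong as hits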
GRIN3A LBD mod = binders of NR3A ligand-binding domain, primary screen, biophysical, differential scanning fluorimetry, uHTS. Glutamate receptor ionotropic, NMDA 3A (GRIN3A) ligand-binding domain. NR3A LBD differential scanning fluorimetry, Tm shift; 0% = protein alone, 100% = glycine-bound protein. Tm shift relative to glycine control, % at 25 µM. actives 2.5% (n = 340,000). AID 1259313, 2017;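 active = melting temperature shift of at least 10% of the positive control shift, at one fixed dose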
hIAP block = human IAP inhibitors, primary screen, biochemical, luminescence, uHTS. Intestinal-type alkaline phosphatase (Homo sapiens), P09923. purified IAP, CDP-Star luminescence, 30 min. inhibition, % at 10 µM. actives 0.12% (n = 330,000). AID 2544, 2010;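 active = inhibition reaching a set limit with compound at 10 µM in the primary screen, cut at about 35% in these data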;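 note: plate controls were DMSO wells with enzyme for no effect and no-enzyme buffer wells for full effect; values of inactives mirror those of a sister screen read the other way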
Target sequence (P09923 whole entry, looked up): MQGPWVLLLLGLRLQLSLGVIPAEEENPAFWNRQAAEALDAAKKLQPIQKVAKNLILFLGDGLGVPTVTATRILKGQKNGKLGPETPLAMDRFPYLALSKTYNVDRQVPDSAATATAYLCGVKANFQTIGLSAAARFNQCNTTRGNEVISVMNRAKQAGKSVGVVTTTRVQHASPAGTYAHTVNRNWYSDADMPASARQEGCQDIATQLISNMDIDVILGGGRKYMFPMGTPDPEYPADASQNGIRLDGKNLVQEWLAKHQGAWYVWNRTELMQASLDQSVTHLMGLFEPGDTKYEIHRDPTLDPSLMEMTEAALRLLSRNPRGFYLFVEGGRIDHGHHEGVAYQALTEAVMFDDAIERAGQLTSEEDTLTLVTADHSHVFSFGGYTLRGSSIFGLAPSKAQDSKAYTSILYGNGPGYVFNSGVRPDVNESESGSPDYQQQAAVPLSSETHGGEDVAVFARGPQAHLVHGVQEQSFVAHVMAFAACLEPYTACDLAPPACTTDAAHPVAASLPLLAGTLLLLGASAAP
mIAP activ = activators of mouse IAP, primary screen, biochemical, luminescence, uHTS; activation factor at 10 µM; actives 0.24% (n = 330,000); muIAP, CDP-Star luminescence, 30 min; stronger effect = higher value; 1 = vehicle-only enzyme signal, 0 = enzyme-free wells; intestinal alkaline phosphatase [Mus musculus];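 active = activation factor of at least 2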; note: the source names both 10 and 20 µM as test concentration; values of inactives mirror those of a sister screen read the other way
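Assay system: mouse IAP enzyme; Reagent: CDP-Star chemiluminescent phosphatase substrate; Compound: DMSO-dissolved test compounds; Incubation: 30 min, room temperature; Technique: luminescence from enzymatic CDP-Star hydrolysis; Controls: DMSO-only wells and no-enzyme negative control.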
APOBEC3A inh = APOBEC3A ssDNA deaminase inhibitors, primary screen, selectivity assay for APOBEC3G inhibitor project, biochemical, FAM/TAMRA oligo cleavage fluorescence; DNA dC->dU-editing enzyme APOBEC-3A (Homo sapiens), P31941; recombinant A3A, FAM/TAMRA ssDNA deamination fluorescence; inhibition, % at 20 µM; actives 0.41% (n = 330,000);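 active = at least 40% inhibition at 20 µM here, with at most 30% in a related deaminase screen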;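 note: plate controls were A3A with DMSO for no effect and wells lacking A3A enzyme for full effect; some results filed as inactive read as strong as hits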
Target sequence (P31941 whole entry, looked up): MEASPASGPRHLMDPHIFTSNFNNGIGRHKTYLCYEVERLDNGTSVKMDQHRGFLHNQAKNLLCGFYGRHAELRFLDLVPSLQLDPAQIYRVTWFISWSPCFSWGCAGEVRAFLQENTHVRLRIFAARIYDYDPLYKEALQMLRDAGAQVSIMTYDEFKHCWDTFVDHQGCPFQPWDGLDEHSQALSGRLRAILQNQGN
A3G deaminase = APOBEC3G DNA deaminase inhibitors, primary screen, biochemical, fluorescence, single-stranded DNA substrate, uHTS. DNA dC->dU-editing enzyme APOBEC-3G (Homo sapiens), Q9HC16. recombinant A3G, ssDNA deamination FAM/TAMRA fluorescence. inhibition, % at 20 µM. actives 0.28% (n = 330,000);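 active = inhibition of at least 40% at 20 µM, with no more than 30% in the related APOBEC3A deaminase screen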;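 note: plate controls were DMSO wells with A3G for no effect and wells lacking A3G enzyme for full effect; some compounds called inactive have numbers as strong as hits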
MPTP inh = mitochondrial permeability transition pore inhibitors, primary screen, biochemical, isolated mouse mitochondria, absorbance. Ca2+ swelling absorbance, 30 min. inhibition, % at 10 µM. actives 1.4% (n = 360,000);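 active = inhibition of 50% or more, scaled per plate between neutral and stimulator controls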;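 note: 0% = DMSO wells given calcium and 100% = 1 mM EGTA wells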
hIAP activ = human IAP activators, primary screen, biochemical, luminescence, uHTS | Intestinal-type alkaline phosphatase (Homo sapiens), P09923 | purified human IAP, CDP-Star luminescence, 30 min; stronger effect = higher value; 1 = vehicle-only enzyme, 0 = enzyme-free background | activation factor at 10 µM | actives 0.16% (n = 330,000);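 active = activation factor of the enzyme at least 2-fold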; note: the source names both 10 and 20 µM as test concentration; values of inactives mirror those of a sister screen read the other way
mIAP block = inhibitors of mouse IAP, primary screen, biochemical, luminescence, uHTS | intestinal alkaline phosphatase [Mus musculus] | purified mouse IAP, CDP-Star luminescence, 30 min | inhibition, % at 10 µM | actives 0.2% (n = 330,000);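 active = inhibition of at least 40% at 10 µM in the primary screen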;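 note: plate controls were DMSO with enzyme for no effect and no enzyme wells for full effect; values of inactives mirror those of a sister screen read the other way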
* hit, by the source's call.

Screening Cc1ccsc1C(=O)OCC(=O)NC1CCCCC1C (stereo unspecified) returned beta cell repl -4, GRIN3A LBD mod 4, hIAP block 10, mIAP activ 0.92, APOBEC3A inh -1, A3G deaminase -5, MPTP inh 0.0, hIAP activ 0.9 and mIAP block 8.
For COC(=O)Nc1nnc(/C=C/c2ccc(OC)cc2)s1 the results were beta cell repl 0, GRIN3A LBD mod -2, hIAP block -1, mIAP activ 0.94, APOBEC3A inh 3, A3G deaminase -1, MPTP inh -0.5, hIAP activ 1 and mIAP block 6.
For COc1ccc(NC(=O)CN(C)S(=O)(=O)c2ccc(C)cc2)c([N+](=O)[O-])c1 the results were beta cell repl -1, GRIN3A LBD mod -6, hIAP block 0, mIAP activ 1, APOBEC3A inh -3, A3G deaminase -10, MPTP inh 0.3, hIAP activ 1 and mIAP block -1.
For COc1ccc(CN2CCN(C(=O)c3ccc4c(c3)CCC4)CC2)cc1OC the results were beta cell repl -2, GRIN3A LBD mod -1, hIAP block 4, mIAP activ 1.1, APOBEC3A inh -5, A3G deaminase -7, MPTP inh -0.4, hIAP activ 0.96 and mIAP block -15.
Cc1ccc(Nc2ncccc2C(=O)NCc2cccs2)c(C)c1 was read as beta cell repl -4, GRIN3A LBD mod 7, hIAP block 8, mIAP activ 1, APOBEC3A inh 2, A3G deaminase -5, MPTP inh 11, hIAP activ 0.92 and mIAP block 0.
For COC(=O)CSC1=C(C#N)C(c2cccc(F)c2)CC(=O)N1 (stereo unspecified) the results were beta cell repl -2, GRIN3A LBD mod 0, hIAP block 6, mIAP activ 1.1, APOBEC3A inh -1, A3G deaminase -4, MPTP inh -2.0, hIAP activ 0.94 and mIAP block -7.
For CC1CCCCC12NC(=O)N(CC(=O)N1CCN(C(=O)c3ccco3)CC1)C2=O (stereo unspecified) the results were beta cell repl 0, GRIN3A LBD mod 4, hIAP block 14, mIAP activ 1, APOBEC3A inh 4, A3G deaminase 1, MPTP inh -2.8, hIAP activ 0.86 and mIAP block -2.
For CC1(c2cccc(Br)c2)NC(=O)N(CC(=O)N2CCN(C(=O)c3ccco3)CC2)C1=O (stereo unspecified) the results were beta cell repl -5, GRIN3A LBD mod 1, hIAP block -6, mIAP activ 0.99, APOBEC3A inh -1, A3G deaminase -2, MPTP inh -3.2, hIAP activ 1.1 and mIAP block 1.
For CC1(C(=O)NCCCNc2ncc(C(F)(F)F)cc2Cl)C=CCN1C(=O)c1ccccc1 (stereo unspecified) the results were beta cell repl -4, GRIN3A LBD mod -1, hIAP block -11, mIAP activ 0.96, APOBEC3A inh -4, A3G deaminase -8, MPTP inh -0.8, hIAP activ 1.1 and mIAP block 4.
Screening Cc1nc2cc(NC(=O)Nc3cccc([N+](=O)[O-])c3)ccc2n1C returned beta cell repl -5, GRIN3A LBD mod 0, hIAP block -3, mIAP activ 1.1, APOBEC3A inh -6, A3G deaminase -2, MPTP inh 17, hIAP activ 1 and mIAP block -14.
For CCN(CC)S(=O)(=O)c1ccc(N(C)Cc2cccnc2)nc1 the results were beta cell repl 1, GRIN3A LBD mod 1, hIAP block -7, mIAP activ 1.1, APOBEC3A inh 0, A3G deaminase 5, MPTP inh -0.2, hIAP activ 1.1 and mIAP block -7.
Cc1ccc(-c2nn3cnnc3c3ccccc23)cc1C was read as beta cell repl -3, GRIN3A LBD mod 3, hIAP block 4, mIAP activ 0.99, APOBEC3A inh -2, A3G deaminase -3, MPTP inh -2.3, hIAP activ 0.96 and mIAP block 1.
Cc1nc2ccccc2c(=O)n1/N=C1\C(=O)N(C)c2ccccc21 was read as beta cell repl -6, hIAP block 8, mIAP activ 1, APOBEC3A inh 4, A3G deaminase 0, hIAP activ 0.92 and mIAP block -2.
For CCc1cccc(OCC2Cn3c(nc4c3c(=O)n(C)c(=O)n4C)O2)c1 (stereo unspecified) the results were beta cell repl -2, GRIN3A LBD mod 1, hIAP block -16, mIAP activ 0.99, APOBEC3A inh -5, A3G deaminase -6, MPTP inh -1.1, hIAP activ 1.2 and mIAP block 1.
`O=C1CC2(CCN(C(=O)c3c(F)cccc3Cl)CC2)Oc2ccccc21` gave beta cell repl -2, GRIN3A LBD mod -1, hIAP block 9, mIAP activ 1, APOBEC3A inh 2, A3G deaminase -3, MPTP inh -1.3, hIAP activ 0.91 and mIAP block -3.
Screening Cc1noc(/C=C/N(C)C)c1S(=O)(=O)N1CCCC(C(=O)NC2CCCCC2C)C1 (stereo unspecified) returned beta cell repl -7, GRIN3A LBD mod -1, hIAP block 3, mIAP activ 0.98, APOBEC3A inh -6, A3G deaminase -3, MPTP inh -0.1, hIAP activ 0.97 and mIAP block 2.
Screening O=C(CSc1ccc2c(c1)OCCO2)N1CCN(c2ccccc2O)CC1 returned beta cell repl -2, GRIN3A LBD mod -1, hIAP block -15, mIAP activ 0.99, APOBEC3A inh -1, A3G deaminase -3, MPTP inh -1.1, hIAP activ 1.1 and mIAP block 1.
NS(=O)(=O)c1ccc(NC(=S)NNC(=O)c2cccs2)cc1 was read as beta cell repl -1, GRIN3A LBD mod -2, hIAP block -48, mIAP activ 0.76, APOBEC3A inh -5, A3G deaminase 28, MPTP inh -1.9, hIAP activ 1.5 and mIAP block 24.
Screening COCCNC(=O)Cn1cc(S(=O)(=O)N2CCN(c3ccccc3F)CC2)c2ccccc2c1=O returned beta cell repl 0, GRIN3A LBD mod -3, hIAP block 0, mIAP activ 1.1, APOBEC3A inh -2, A3G deaminase -5, MPTP inh -0.4, hIAP activ 1 and mIAP block -7.
For COC(=O)c1c(O)ccc(Oc2ccccc2)c1C(=O)OC the results were beta cell repl -2, GRIN3A LBD mod 2, hIAP block 15, mIAP activ 0.96, APOBEC3A inh -1, A3G deaminase -5, MPTP inh -4.3, hIAP activ 0.85 and mIAP block 4.
CCOC(=O)N1CCN(c2c(NC3CCN(Cc4ccccc4)CC3)c(=O)c2=O)CC1 was read as beta cell repl 7, GRIN3A LBD mod -2, hIAP block 22, mIAP activ 1, APOBEC3A inh -5, A3G deaminase -7, MPTP inh -0.1, hIAP activ 0.78 and mIAP block -1.
Screening Cc1sc2ncnc(OCC(=O)NCC3CCCO3)c2c1C (stereo unspecified) returned beta cell repl 1, GRIN3A LBD mod -2, hIAP block -22, mIAP activ 0.91, APOBEC3A inh 1, A3G deaminase -4, MPTP inh -2.3, hIAP activ 1.2 and mIAP block 9.
`Fc1ccc(CNC(=S)Nc2ccccc2Cl)cc1` gave beta cell repl 0, GRIN3A LBD mod -1, hIAP block 13, mIAP activ 1, APOBEC3A inh -2, A3G deaminase -2, MPTP inh 3.3, hIAP activ 0.87 and mIAP block -1.
Screening CCN1C(=O)[C@H]2[C@H]3CN=C(SCc4ccc(C#N)cc4)N3[C@@](C)(C(=O)OC)[C@H]2C1=O returned GRIN3A LBD mod 2, mIAP activ 1.1, APOBEC3A inh -1, A3G deaminase -1, MPTP inh -0.6 and mIAP block -6.
For COc1ccc(OC)c(NC(=O)CCCCCn2nnc3ccccc3c2=O)c1 the results were beta cell repl -3, GRIN3A LBD mod 0, hIAP block 11, mIAP activ 0.96, APOBEC3A inh 1, A3G deaminase -1, MPTP inh 0.4, hIAP activ 0.89 and mIAP block 4.
For O=C1NC[C@H](c2ccccc2)N(CCc2cc(C(F)(F)F)cc(C(F)(F)F)c2)C1=O the results were beta cell repl -5, GRIN3A LBD mod 3, hIAP block 2, mIAP activ 0.94, APOBEC3A inh -3, A3G deaminase -7, MPTP inh -0.8, hIAP activ 0.97 and mIAP block 6.
Screening COc1ccc(-c2sc3cc4c(cc3c2C#Cc2ccc(N)cc2)OCO4)cc1 returned beta cell repl -6, GRIN3A LBD mod -3, hIAP block 7, mIAP activ 0.94, APOBEC3A inh -2, A3G deaminase -6, MPTP inh 0.6, hIAP activ 0.93 and mIAP block 6.
COc1ccc(CNC(=O)NCCc2c[nH]c3ccccc23)cc1 was read as beta cell repl -1, GRIN3A LBD mod -6, hIAP block -11, mIAP activ 1.1, APOBEC3A inh -3, A3G deaminase -4, MPTP inh 0.8, hIAP activ 1.1 and mIAP block -8.
`O=C(NC(NC(=S)Nc1c(Cl)cccc1Cl)C(Cl)(Cl)Cl)OCc1ccccc1` (stereo unspecified) gave beta cell repl -6, GRIN3A LBD mod 17*, hIAP block 7, mIAP activ 0.93, APOBEC3A inh -1, A3G deaminase -5, MPTP inh 100*, hIAP activ 0.93 and mIAP block 7.
For CCC(=O)N1N=C(c2c(O)n(C)c(=O)n(C)c2=O)CC1c1ccccc1 (stereo unspecified) the results were beta cell repl -1, GRIN3A LBD mod 0, hIAP block -6, mIAP activ 1, APOBEC3A inh -4, A3G deaminase -7, MPTP inh 0.8, hIAP activ 1.1 and mIAP block -2.
For Cc1ccccc1NC(=O)C(NS(=O)(=O)c1ccc2c(c1)c(=O)n(C)c(=O)n2C)c1ccccc1 (stereo unspecified) the results were beta cell repl 1, GRIN3A LBD mod 3, hIAP block 12, mIAP activ 1, APOBEC3A inh 0, A3G deaminase -5, MPTP inh 1.1, hIAP activ 0.88 and mIAP block -1.
For COc1ccc(N2C(=NC(=O)C3CC3)SC3CS(=O)(=O)CC32)cc1Cl (stereo unspecified) the results were beta cell repl 11*, GRIN3A LBD mod 0, hIAP block -4, mIAP activ 1, APOBEC3A inh -7, A3G deaminase -8, MPTP inh -1.5, hIAP activ 1 and mIAP block -1.
O=C(CCc1ccc(S(=O)(=O)NC2CCCCC2)cc1)NCc1ccccn1 was read as beta cell repl -2, GRIN3A LBD mod -3, hIAP block -2, mIAP activ 1, APOBEC3A inh -2, A3G deaminase -5, MPTP inh -0.7, hIAP activ 1 and mIAP block -2.
CC1CCC(NC(=O)C(Cc2ccccc2)n2cccc2)CC1 (stereo unspecified) was read as beta cell repl 0, GRIN3A LBD mod 0, hIAP block -3, mIAP activ 1.1, APOBEC3A inh 0, A3G deaminase -2, MPTP inh 5.3, hIAP activ 1 and mIAP block -15.
Screening COc1ccc(NC(=O)C2CCCO2)cc1Cl (stereo unspecified) returned beta cell repl -2, GRIN3A LBD mod -2, hIAP block 17, mIAP activ 0.96, APOBEC3A inh 1, A3G deaminase -2, MPTP inh -1.9, hIAP activ 0.83 and mIAP block 4.
